# ERa SRC1 inh: blocks coactivator binding to human estrogen receptor alpha. AID 629. TR-FRET ER-alpha LBD / SRC-1 peptide, estradiol-bound. 86,000 tested, 1.7% active. inhibition, % at 25.6 µM. P03372; in the data active means inhibition above about 50%;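 further: 0% = receptor plus peptide control and 100% = peptide only without receptor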
# Target sequence (P03372 whole entry, looked up, the tested form may be a part): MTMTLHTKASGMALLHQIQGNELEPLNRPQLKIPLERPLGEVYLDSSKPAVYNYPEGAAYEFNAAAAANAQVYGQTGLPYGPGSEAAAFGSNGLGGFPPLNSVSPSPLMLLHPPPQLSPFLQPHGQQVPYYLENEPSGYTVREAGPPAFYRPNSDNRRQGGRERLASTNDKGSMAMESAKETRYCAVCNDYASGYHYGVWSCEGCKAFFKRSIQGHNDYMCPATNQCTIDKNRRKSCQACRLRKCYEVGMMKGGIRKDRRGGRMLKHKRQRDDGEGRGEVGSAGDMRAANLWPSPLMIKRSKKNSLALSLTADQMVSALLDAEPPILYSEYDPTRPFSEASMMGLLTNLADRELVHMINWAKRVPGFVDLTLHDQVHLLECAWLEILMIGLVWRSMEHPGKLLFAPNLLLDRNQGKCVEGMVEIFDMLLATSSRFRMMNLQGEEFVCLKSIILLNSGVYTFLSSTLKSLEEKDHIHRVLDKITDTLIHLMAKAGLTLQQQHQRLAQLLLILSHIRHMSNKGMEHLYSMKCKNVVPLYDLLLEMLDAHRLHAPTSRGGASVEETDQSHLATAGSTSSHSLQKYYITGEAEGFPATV
# H69AR inhibit: growth inhibitors of human H69AR lung tumor cells. H69AR lung tumor viability, ATP luminescence, 72 h; hits give low values. viability, % at 10 µM. 85,000 tested, 6% active. AID 598;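 active means viability at or below 40%; inactive means viability above 40%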;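 further: multidrug resistant small cell line overexpressing MRP-1 efflux transporter; 100% = mean luminescence of untreated control wells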
# CD11b adhes inh: inhibitors of human CD11b/CD18 binding to fibrinogen. P05107+P11215. K562 CD11b/CD18 adhesion to fibrinogen, ATPlite luminescence; Mn2+ added to activate the integrin. inhibition, % at 10 µM. 93,000 tested, 0.54% active. AID 1497;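 active means primary inhibition of 50% or more at 10 µM, then 40% or more on retest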; further: some results filed as inactive read as strong as hits
# CD11b adhes enh: increases human CD11b/CD18 adhesion to fibrinogen; P05107+P11215; K562 CD11b/CD18 adhesion to fibrinogen, ATPlite luminescence; activation, % at 10 µM; 93,000 tested, 0.07% active;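 active means 10 µM primary screen giving 50% or more activity, confirmed by 40% or more on retest at that dose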; further: strong numbers were not always called active
# ERa SRC1 pot: ER-alpha (human) coactivator binding potentiation; coactivator binding (% of control), % at 25.6 µM; AID 639; 86,000 tested, 1.3% active; TR-FRET ERalpha-LBD/SRC-Cy5 coactivator binding, 2 h; 100 = basal binding, no effect; in the data active means activity above about 200%;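 further: binding measured in presence of low estradiol as agonist stimulus; 0% = peptide alone without receptor and 100% = receptor with peptide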
# CYP2C19 activ: cytochrome P450 2C19 (human) activation. P33261. recombinant CYP2C19, luciferin-H EGE luminescence; hits give high values; 0 = fully inhibited enzyme, 1 = untreated enzyme. activation factor at 5 µM. 96,000 tested, under 10 active;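 active means activation factor of at least 2 at 5 µM in the primary screen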;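 further: 0 = wells with 2.5 mM tranylcypromine and 1 = vehicle-only wells; values of inactives mirror those of a sister screen read the other way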
# Target sequence (P33261 whole entry, looked up): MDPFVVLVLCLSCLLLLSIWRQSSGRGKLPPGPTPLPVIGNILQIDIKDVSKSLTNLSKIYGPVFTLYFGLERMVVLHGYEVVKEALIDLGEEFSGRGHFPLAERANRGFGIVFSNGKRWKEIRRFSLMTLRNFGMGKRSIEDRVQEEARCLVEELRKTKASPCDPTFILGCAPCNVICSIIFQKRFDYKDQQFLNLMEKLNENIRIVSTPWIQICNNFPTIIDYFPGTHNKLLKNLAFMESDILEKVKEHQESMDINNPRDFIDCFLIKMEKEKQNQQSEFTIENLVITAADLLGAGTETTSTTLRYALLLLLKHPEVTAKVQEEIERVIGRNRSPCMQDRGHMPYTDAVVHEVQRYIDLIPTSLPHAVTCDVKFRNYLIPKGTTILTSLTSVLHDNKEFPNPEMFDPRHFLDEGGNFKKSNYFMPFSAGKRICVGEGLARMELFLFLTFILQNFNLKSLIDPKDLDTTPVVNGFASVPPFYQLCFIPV
# Fibroblast inh: blocks proliferation of human lung fibroblasts; 85,000 tested, 1.1% active; viability, % at 10 µM; LL 47 human lung fibroblast viability, ATP luminescence; hits give low values;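 active means viability at or below 50% in the single dose screen; inactive means viability above 50%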;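 further: compound exposure lasted 72 h before the ATP readout; 100% = median luminescence of untreated cell-only wells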
#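 Test system: LL 47 human lung fibroblasts; Quantity: 1,150 cells/well; Buffer or medium: IMEM plus 15% FBS; Dosing: tenfold compound dosing solution, DMSO at 0.1%; Timing: overnight cell rest, 72 h compound treatment at 37 °C; Detection: ATP-based CellTiter-Glo luminescent readout; Read-out basis: viability percentage against median untreated-cell control; Controls: cell-only wells, no compound.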
# HUVEC inhibit: blocks proliferation of human endothelial cells; viability, % at 10 µM (by protocol); HUVEC proliferation, CellTiter-Glo luminescence, 72 h; hits give low values; 86,000 tested, 1.1% active;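 active means viability at or below 30%; inactive means viability above 30%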;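 further: 100% = median luminescence of DMSO-only cell control wells on each plate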
# CYP2C19 inh: blocks human cytochrome P450 2C19. P33261. CYP2C19 Supersomes, luciferin-H EGE luminescence, 30 min. inhibition, % at 5 µM. 96,000 tested, 21% active;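 active means CYP2C19 inhibition above a set limit at 5 µM in the primary screen, cut at about 50% in these data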;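 further: plate controls were negative control wells for no effect and 2.5 mM tranylcypromine positive control for full effect; values of inactives mirror those of a sister screen read the other way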
# An asterisk follows results filed as active; / = no result given; [ ] = remark or other dose.
SMILES,ERa SRC1 inh,H69AR inhibit,CD11b adhes inh,CD11b adhes enh,ERa SRC1 pot,CYP2C19 activ,Fibroblast inh,HUVEC inhibit,CYP2C19 inh
Cc1cc(C)nc(SCc2nc3ncccn3c2Br)n1,38.3,90.5,1.5,-5.3,69.3[fluorescence artefact?],1,94.1,99.5,-0.9
CC(C)(C)c1ccc(S(=O)(=O)NCC(=O)N2CCN(C(=O)c3ccco3)CC2)cc1,-6.3,93.9,-6.8,1.0,110.4,0.7,95.1,84.4,29.2
O=C(CN1CCN(c2ccc(Cl)cc2)CC1)Nc1ccc(F)c(F)c1,-5.2,90.2,-3.0,2.5,116.3,0.7,97.7,109.9,25.8
CCOC(=O)c1[nH]c(C)c(C(=O)OCC(=O)NC(=O)NC(C)(C)C)c1C,-0.2,81.6,-9.1,69.6,110.9[fluorescence artefact?],0.9,100.8,100.4,6.4
OC(CN1C2=NCCCN2c2ccccc21)c1ccc2c(c1)OCO2 (stereo not drawn),5.8[fluorescence artefact?],104.3,-7.7,0.1,130.0,0.7,94.8,104.0,30.8
O=C(COc1ccccc1)NCC(=O)NC1=NCCS1,4.9,95.7,-1.7,-2.2,97.3,0.8,100.1,103.6,20.2
COc1ccc(CCNC(=O)c2c(O)c3cccc4c3n(c2=O)CC4)cc1,20.0[fluorescence artefact?],93.2,/,/,189.8[fluorescence artefact?],0.9,98.5,111.9,5.4
CC(C)COc1ccc(C(=O)N/C(=C\c2cccc([N+](=O)[O-])c2)C(=O)OC(C)C)cc1,/,/,-10.3,-2.7,/,1.1,/,/,-7.6
CCc1c(C)sc(NC(=O)C2CCCO2)c1C#N (stereo not drawn),-3.4,78.8,/,/,94.4,/,100.3,90.4,/
CCc1cc2c(=O)nc3n(c2s1)Cc1ccccc1/C3=C(/O)c1ccc(F)cc1,7.3,58.4,4.0,0.3,96.9,1,95.7,67.3,-2.2
Cc1ccc(N(C)C(=O)N2CCN(S(=O)(=O)c3ccc(C)c(C)c3)CC2)cc1,-9.9,90.9,7.5,7.4,104.0,0,94.7,81.6,98.2*
Cc1cc(C)n(-c2nnc(C)n2/N=C/c2cc(Br)ccc2OCc2ccccc2)n1,8.3,25.6*,4.9,3.7,94.3,0.8,67.4,40.6,19.7
CC(=O)C1=NN(c2ccccc2)C(c2cccs2)N1c1ccc(N(C)C)cc1 (stereo not drawn),-7.2,93.0,13.6,-3.2,94.0,0.7,97.1,93.4,33.8
O=C(Nc1cnc2sc3c(n2c1=O)CCCC3)c1ccc(F)cc1,-9.7,89.3,-4.8,-2.1,107.5,0.9,91.4,96.4,9.5
COC(=O)C1=C(C)NC(=O)CC1c1cc(Br)ccc1F (stereo not drawn),-0.5,90.5,-9.7,2.0,96.3,0.7,95.4,98.4,27.3
COc1ccc(S(=O)(=O)N(Cc2nc3ccccc3c(=O)[nH]2)C2CCCC2)cc1,4.6,51.8,8.9,-1.4,110.9,0.2,95.0,90.7,85.0*
CCOC(=O)c1[nH]c2ccc(F)cc2c1N=C(C)N(CC)CC,6.1[fluorescence artefact?],83.5,-28.2,-1.2,103.0,1.1,103.3,102.4,-5.4
O=C(NCc1ccc2c(c1)OCO2)C1CCCN(S(=O)(=O)c2cccc3nonc23)C1 (stereo not drawn),14.6,88.5,-1.7,2.8,72.7,0.9,104.5,98.2,13.6
COc1cccc(OC)c1C(=O)Nc1c(C)n(C)n(-c2ccccc2)c1=O,-3.9,100.4,-11.5,2.2,129.8[fluorescence artefact?],1,102.9,99.7,0.5
O=C(CN1CCN(c2ccccc2F)CC1)c1ccc2c(c1)OCO2,/,/,-3.3,-1.5,/,0.3,/,/,67.3*
CCN1CCN(C(=S)c2ccc(SC)cc2)CC1,2.4,97.7,-20.7,-4.4,102.0,0.8,101.8,101.0,22.5
Cc1ccc(NC(=O)c2cccs2)cc1NC(=O)c1ccco1,6.5,76.8,-4.4,1.6,114.1,0.8,105.6,89.2,20.3
CCCC1=C(C(=O)OCC)C(c2ccccc2OC)NC(=O)N1 (stereo not drawn),-3.5,104.8,-16.0,0.5,130.7[fluorescence artefact?],0.7,95.0,94.0,29.3
CC(C)CCn1c(SCCN2CCOCC2)nc2c1c(=O)[nH]c(=O)n2C,1.5,86.2,-2.7,-1.8,106.8,0.8,91.8,93.5,17.9
CC(C)N(C(=O)CSc1nc2ccccc2n1-c1ccccc1)C(C)C,0.2,80.7,/,/,78.4[fluorescence artefact?],0.5,92.1,85.5,51.2*

# Continued; the last three above are carried over.
SMILES,ERa SRC1 inh,H69AR inhibit,CD11b adhes inh,CD11b adhes enh,ERa SRC1 pot,CYP2C19 activ,Fibroblast inh,HUVEC inhibit,CYP2C19 inh
CCCC1=C(C(=O)OCC)C(c2ccccc2OC)NC(=O)N1 (stereo not drawn),-3.5,104.8,-16.0,0.5,130.7[fluorescence artefact?],0.7,95.0,94.0,29.3
CC(C)CCn1c(SCCN2CCOCC2)nc2c1c(=O)[nH]c(=O)n2C,1.5,86.2,-2.7,-1.8,106.8,0.8,91.8,93.5,17.9
CC(C)N(C(=O)CSc1nc2ccccc2n1-c1ccccc1)C(C)C,0.2,80.7,/,/,78.4[fluorescence artefact?],0.5,92.1,85.5,51.2*
CCOP(=O)(O)c1ccccc1OCCOc1ccccc1P(=O)(O)OCC,5.0[fluorescence artefact?],100.7,-14.5,-2.0,107.2,1.2,106.2,103.7,-19.2
CCCCN1C(=O)C(NC(C)=O)c2ccccc21 (stereo not drawn),-6.7,109.3,-20.0,-1.7,100.8,1.1,100.2,94.2,-5.9
Cc1ccc(S(=O)(=O)c2nc(NC3CCS(=O)(=O)C3)sc2Cl)cc1 (stereo not drawn),0.8,95.3,-5.8,-1.5,94.8,0.8,97.8,92.8,22.7
CCCOc1ccccc1-c1nc2c([nH]1)c(=O)[nH]c(=O)n2C,-6.5,81.0,6.9,0.1,94.1[fluorescence artefact?],1,93.1,80.3,4.7
CCC1(C)Cc2c(sc3nn[nH]c(=O)c23)CO1 (stereo not drawn),-4.0[fluorescence artefact?],91.1,-24.7,-2.7,104.1,0.9,92.1,89.4,11.2
CCCn1c(SCC(=O)Nc2ccccc2CC)nnc1C(C)C,-9.1,84.7,-9.4,1.8,103.3,0.8,92.9,93.5,20.1
CCCCSc1nnc([C@H](CC(C)C)NC(=O)OC(C)(C)C)o1,1.5,96.7,-10.9,1.2,132.4,0.4,88.1,109.0,61.7*
CCOC(=O)C1CCCN(c2ccc(NC(=O)c3snc4c(=O)[nH]cnc34)cc2)C1 (stereo not drawn),6.1[fluorescence artefact?],78.0,12.9,51.7,99.5[fluorescence artefact?],0.9,104.5,95.9,9.8
COc1nnc(-c2ccc(C(=O)N3C[C@@H]4C[C@H](C3)c3cccc(=O)n3C4)cc2)c2ccccc12,29.2[fluorescence artefact?],88.3,-9.3,1.4,340.1*,1.1,103.1,98.5,-11.9
COc1ccc(NC(=O)CCCn2c(=S)[nH]c3ccccc3c2=O)cc1,20.8[fluorescence artefact?],55.8,2.3,-0.2,108.8[fluorescence artefact?],0.9,102.9,94.0,11.3
CCC(Sc1ncccc1C(=O)O)C(=O)N1CCOCC1 (stereo not drawn),-7.7,87.2,-7.3,-0.3,95.5,1,110.1,99.8,-3.8
COc1ccc(Cl)cc1S(=O)(=O)N1CCN(C(=O)COc2ccccc2)CC1,/,/,17.1,1.4,/,0.4,/,/,61.8*
O=C(O)Cc1ccccc1C(=O)O,-0.1,97.9,-21.1,-0.5,86.9,1.1,109.0,102.2,-10.4
CCOC(=O)c1c(C)[nH]c(C)c1C(=O)COC(=O)c1ccc(Cl)c(S(=O)(=O)NCc2ccccc2)c1,/,/,13.1,-5.7,/,0.2,/,/,81.5*
CCOC(=O)c1c2n(c3c(NCc4ccccc4)ncnc13)CCCC2,6.2[fluorescence artefact?],67.8,15.2,-2.0,112.2,0.7,92.3,85.3,26.1
CCn1c(CC(=O)Nc2ccc(C)c(Cl)c2)nnc1SCCOc1ccc(OC)cc1,-5.3,79.1,/,/,106.9,0.9,102.9,79.1,11.6
O=C(Oc1ccc(Cl)cc1)c1ccc(COC(=O)c2cnccn2)cc1,-4.2,96.2,-48.8,-4.1,122.4,0.5,100.6,79.1,49.8
Cc1ccc(CN2C(=O)CCC2C(=O)NCCCN2CCCC(C)C2)cc1 (stereo not drawn),1.7,89.6,-10.3,-1.7,115.8,1,99.1,92.7,-2.6
C/C(=N\NS(=O)(=O)c1ccc(C)cc1)c1cccs1,1.5,97.9,1.2,-4.2,87.2,0.7,106.9,103.9,31.4
CN1CCN(C(=O)c2c(O)c3cccc4c3n(c2=O)CCC4)CC1,-1.0,101.3,6.5,1.3,108.1,1.2,107.9,104.0,-16.4
COc1ccccc1NC(=O)COC(=O)[C@@H]1CCCN1C(=O)c1cccs1,/,/,-2.1,-1.4,/,0.4,/,/,59.1*
CCOC(=O)C1=C(C)Nc2ncnn2C1c1ccc(N(C)C)cc1 (stereo not drawn),-1.5[fluorescence artefact?],96.3,0.5,-1.8,102.7,0.6,95.1,93.6,41.3
N#CC1=C(N)C(C#N)(C#N)C(c2cccnc2)C2CC(c3ccccc3)CC=C12 (stereo not drawn),10.1,1.6*,6.0,-1.0,79.0,0.8,44.2*,5.9*,20.1
COC(=O)c1ccc(NC(=O)C2CCCN(S(=O)(=O)c3cnc[nH]3)C2)cc1 (stereo not drawn),-2.2,89.6,9.8,0.5,123.3[fluorescence artefact?],0.2,109.8,103.5,78.8*
COc1cccc(OC)c1C(=O)N1CCN=C1SCc1cccnc1,-6.8[fluorescence artefact?],93.2,-17.6,-1.4,97.0,0.6,104.9,103.6,43.8
O=C(CCn1c(=S)[nH]c2ccccc2c1=O)N1CCN(c2ccccn2)CC1,5.8[fluorescence artefact?],92.6,/,/,123.7,/,104.9,85.2,/
CC1CN(C(=O)C(c2ccccc2)c2ccccc2)CC(C)O1 (stereo not drawn),3.8,81.0,0.0,-6.2,108.6,0.9,96.3,96.1,9.9
CCOC(=O)c1cccc(Nc2nc(C)cc(C)n2)c1,-3.9,102.3,6.6,-0.6,104.8,0.8,105.6,102.9,16.1
N#CCCN1CCN(S(=O)(=O)c2ccc(S(=O)(=O)NC3CC3)cc2)CC1,0.1,93.3,-9.2,-1.5,132.4[fluorescence artefact?],1.2,98.3,101.1,-21.3
CCc1ccc(C(C(=O)NCCOC)N(C(=O)Cn2nnc3ccccc32)c2cccnc2)cc1 (stereo not drawn),-10.0,95.1,/,/,97.4,/,97.8,97.8,/

# Among those listed so far, these have a cyano group.
SMILES,ERa SRC1 inh,H69AR inhibit,CD11b adhes inh,CD11b adhes enh,ERa SRC1 pot,CYP2C19 activ,Fibroblast inh,HUVEC inhibit,CYP2C19 inh
CCc1c(C)sc(NC(=O)C2CCCO2)c1C#N (stereo not drawn),-3.4,78.8,/,/,94.4,/,100.3,90.4,/
N#CC1=C(N)C(C#N)(C#N)C(c2cccnc2)C2CC(c3ccccc3)CC=C12 (stereo not drawn),10.1,1.6*,6.0,-1.0,79.0,0.8,44.2*,5.9*,20.1
N#CCCN1CCN(S(=O)(=O)c2ccc(S(=O)(=O)NC3CC3)cc2)CC1,0.1,93.3,-9.2,-1.5,132.4[fluorescence artefact?],1.2,98.3,101.1,-21.3
